Compound activity (PubChem BioAssay)
AMA1-RON2 inh: disrupts binding of P. falciparum AMA1 to RON2; AlphaScreen AMA1-biotinylated RON2 peptide binding; Potency, µM (highest dose often 58.2 µM), without a hit: at the top dose activity change, negative = inhibition, most hits filed as inhibitors; hit rate 0.2% among 360,000; AID 720542;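 note: potency is the fitted concentration of half-maximal effect; 0% = vehicle wells and -100% = peptide control; nearly all actives have a fitted effect of over 45% in size; some results filed as inactive show a strong effect at the top dose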
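AMA1 (3D7) with his tag at 25 nM final met compounds first, then biotinylated RON2 peptide at 25 nM; detection used donor plus acceptor beads, 10 µg/mL apiece, read by AlphaScreen after 30 min at room temperature.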
HCMV inh: human cytomegalovirus inhibition; HFF cells, HCMV-luciferase reporter, 72 h; active compounds read low; activity change, negative = inhibition, % at 57.5 µM; hit rate 4.5% among 410,000; in the data active = activity change below about -60%; inconclusive = no clear call, values can overlap the other calls; inactive = above about -39%
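After 16 h attachment at 37C, HFF cells received test compound and HCMV-luciferase (1 PFU/cell); reporter luminescence read 72 h later, data normalized against buffer-only and known inhibitor Salinomycin.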
HCV inh: inhibitors of hepatitis C virus infection; Potency, µM (titrated, usually from 41.8 µM), for inactives: top-dose activity change, negative = inhibition, actives largely listed as inhibitors; Huh7.5.1 HCVcc-Cre infection, luciferase reporter, 44 h; hit rate 3.4% among 340,000; note: potency is the fitted concentration of half-maximal effect
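Antiviral activity was scored by luciferase reporter output from cells infected with HCVcc-Cre (~0.5 moi) in presence of compound, 44 h infection period, cells seeded 1,000/well 4 h prior.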
LmPK inhibitor: blocks Leishmania mexicana pyruvate kinase activity | Potency, µM (titrated, usually from 57.5 µM), inactives show at the highest dose activity change, negative = inhibition, most hits filed as inhibitors | hit rate 0.37% among 290,000 | AID 1721 | purified LmPK, Kinase-Glo ATP luminescence, 1 h; note: potency is the fitted concentration of half-maximal effect
Target sequence (Q27686 whole entry, looked up): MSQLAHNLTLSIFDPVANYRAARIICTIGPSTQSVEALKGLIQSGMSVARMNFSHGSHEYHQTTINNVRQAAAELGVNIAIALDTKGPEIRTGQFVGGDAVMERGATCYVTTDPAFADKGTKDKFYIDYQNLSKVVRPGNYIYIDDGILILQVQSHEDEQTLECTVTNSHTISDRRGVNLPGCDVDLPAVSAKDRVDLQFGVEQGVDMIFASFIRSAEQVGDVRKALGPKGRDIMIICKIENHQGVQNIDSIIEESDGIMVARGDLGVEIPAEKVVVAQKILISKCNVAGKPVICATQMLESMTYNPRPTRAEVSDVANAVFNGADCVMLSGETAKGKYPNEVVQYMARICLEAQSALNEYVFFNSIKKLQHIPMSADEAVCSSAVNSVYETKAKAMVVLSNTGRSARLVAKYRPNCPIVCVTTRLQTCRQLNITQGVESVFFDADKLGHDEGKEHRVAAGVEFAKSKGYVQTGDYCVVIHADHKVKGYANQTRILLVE
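ATP generated from ADP (0.1 mM) and PEP (0.5 mM) by 0.1 nM LmPK over 1 h at room temperature (pH 7.2 imidazole buffer) was detected by coupled luciferase luminescence. Values were normalized to uninhibited and no-enzyme wells.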
TbPYK inhibitor: blocks Trypanosoma brucei pyruvate kinase; hit rate 0.12% among 410,000; AID 624173; Potency, µM (series often up to 76.8 µM), without a hit: top-dose activity, negative = inhibition, actives largely listed as inhibitors; Q57TT1; TbPYK enzyme, Kinase-Glo Plus ATP luminescence, 45 min; note: potency is the fitted concentration of half-maximal effect; nearly all actives have a fitted effect of over 50% in size
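T. brucei PYK with substrate was exposed to pin-transferred compounds across a concentration series, then started with 130 uM ADP (final). After 45 min at room temperature, Kinase-Glo Plus luminescence was read, normalized and curve-fitted.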
AmpC inh detg: blocks E. coli AmpC beta-lactamase in detergent assay. hit rate 0.041% among 370,000. AmpC hydrolysis of nitrocefin, absorbance 480 nm, 0.01% Triton. P00811. Potency, µM (doses to about 114 µM), without a hit: at the top dose activity change, negative = inhibition, actives largely listed as inhibitors;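 note: potency is the fitted concentration of half-maximal effect; 0% = no-compound wells and -100% = no-enzyme wells; nearly all actives have a fitted effect of over 25% in size; some results filed as inactive show a strong effect at the top dose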
Target sequence (P00811 whole entry, looked up): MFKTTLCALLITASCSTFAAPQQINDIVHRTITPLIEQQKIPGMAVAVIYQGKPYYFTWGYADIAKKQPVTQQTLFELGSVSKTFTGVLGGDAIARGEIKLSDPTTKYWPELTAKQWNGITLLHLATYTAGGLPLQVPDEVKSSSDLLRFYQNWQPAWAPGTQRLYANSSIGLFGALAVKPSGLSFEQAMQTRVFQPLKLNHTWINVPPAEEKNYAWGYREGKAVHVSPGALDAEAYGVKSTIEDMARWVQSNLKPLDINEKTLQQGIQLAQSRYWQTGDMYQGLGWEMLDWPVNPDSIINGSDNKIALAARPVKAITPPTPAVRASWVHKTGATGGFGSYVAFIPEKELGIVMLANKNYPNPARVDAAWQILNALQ
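AmpC (5.3 nM in the dispensed reagent) in 20 mM phosphate pH 7.0 with 0.01% (detergent screen) or 0.0001% Triton X-100 was preincubated with compounds for 15 min at room temperature. Nitrocefin was then added from an 800 uM solution, and hydrolysis was followed at 480 nm.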
AmpC inh no detg: blocks E. coli AmpC beta-lactamase in detergent-free assay; P00811; AmpC nitrocefin hydrolysis, absorbance 480 nm, 0.0001% Triton; Potency, µM (series often up to 57.1 µM), inactives show at the highest dose activity change, negative = inhibition, hits mostly inhibitors; hit rate 0.52% among 330,000; AID 485341;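 note: potency is the fitted concentration of half-maximal effect; plate controls were no compound for no effect and no enzyme for full effect; nearly all actives have a fitted effect of over 20% in size; some results filed as inactive show a strong effect at the top dose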
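AmpC (5.3 nM in the dispensed reagent) in 20 mM phosphate pH 7.0 with 0.01% (detergent screen) or 0.0001% Triton X-100 was preincubated with compounds for 15 min at room temperature. Nitrocefin was then added from an 800 uM solution, and hydrolysis was followed at 480 nm.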
An asterisk follows results filed as active; u = inconclusive; x = not tested or not shown; & = joins results of further samples; [ ] = dose if it differs, or a comment. Unless noted, calls come from the whole dose curve; as a rule, active = well fitted curve in the direction sought with a large enough effect; inconclusive = small, poorly fitted or top-dose-only effect, or another doubt; inactive = no such curve, though single readings can be large; an effect the other way counts as inactive or inconclusive. Unless noted, % is set by controls: 0 for no effect and ±100 for the full control effect.

SMILES | AMA1-RON2 inh | HCMV inh | HCV inh | LmPK inhibitor | TbPYK inhibitor | AmpC inh detg | AmpC inh no detg
Cc1ccc(S(=O)(=O)N2CCCSCC2)cc1 | 11.4% | -19.8 | 1.9% | 6.7% | u | -8.7% | -10.0%
CCOC(=O)C1=C(c2ccccc2)NC(SCC(N)=O)=C(C#N)C1c1cccnc1 (stereo not drawn) | 4.4% | -16.7 | 3.9% | 0.4% | -0.7% | u | -29.1%
CC(OCC(O)CN(C)Cc1nc2ccccc2c(=O)[nH]1)c1ccc(Cl)cc1 (stereo not drawn) | 102.9%[activator] | -16.1 | 10µM* | 2.1% | 3.7% | -3.2% | 118.3%[activator]
COC(=O)CSc1nnc(-c2ccc(S(=O)(=O)NCc3cccs3)cc2)o1 | 31.6%[activator] | 87.1 | 11.6% | 4.5% | 5.2% | -13.8% | -13.8%
Cc1cccn2c(=O)c(/C=C(\C#N)S(=O)(=O)c3ccccc3)c(N3CCN(C)CC3)nc12 | -0.2% | 51.1 | 12.8% | 6.6% | -4.3% | -15.8% | 5.4%
CCSC1=NCCN1S(=O)(=O)c1ccc(NC(C)=O)cc1 | -0.8% | 0.6 | 8.8% | -5.0% | 9.5% | -4.1% | -15.0%
O=C1c2cccc3cccc(c23)C(=O)N1CCCc1n[nH]c(=S)n1-c1ccccc1 | 34.0%[activator] | 34.0 | 1.2% | -5.4% | 7.08µM* | 3.3% | -14.7%
O=C(CN1C(=O)NC2(CCCC2)C1=O)NCCc1ccc(F)cc1 | -1.0% | 35.8 | -13.5% | x | 2.5% | x | -30.5%
O=C(CN(C(=O)CCC(=O)Nc1ccccn1)c1ccc2c(c1)OCO2)NCc1ccco1 | -7.6% | -27.7 | 7.8% | -1.2% | 4.7% | u | -13.3%
CCn1c(SCC(=O)Nc2cc(C)on2)nnc1-c1ccncc1 | -0.5% | -15.1 | 4.7% | -2.3% | -9.6% | -12.5% | -14.3%
Nc1ccc(C(=O)Nc2ccc3nc(-c4cccnc4)[nH]c3c2)cc1 | 0.8% | -21.8 | -1.5% | -5.3% | 0.9% | u | -17.2%
Cn1c(=O)c2cc(S(=O)(=O)NCCC(=O)Nc3ccc(Cl)cc3)ccc2n(C)c1=O | 20.3% | -18.5 | x | 1.0% | -11.7% | -14.9% | -19.9%
Cn1c(N)c(C(=O)CSc2nnc(C3CC3)n2N)c(=O)n(C)c1=O | 0.8% | -15.5 | -2.5% | x | 2.8% | -0.6% | -2.3%
N#Cc1c(-c2ccccc2)cc(-c2ccc(O)cc2)nc1N | 34.3%[activator] | -23.4 | -4.5% | -1.0% | -0.2% | -12.0% | -21.4%
Cn1c(=O)c2c(nc(Oc3ccccc3)n2Cc2c(Cl)cccc2Cl)n(C)c1=O | x | 1.9 | x | x | -5.8% | -4.9% | x
COc1cccc2sc3ccc(C#CC4(N)CCCCC4)cc3c(=O)c12 | 15.7% | u | u | 2.9% | -6.2% | u | 121.6%[activator]
CC(C)C[C@H]1CN(CCCC[C@H]2CNC(=O)C(=O)N2CCc2ccc(O)cc2)C(=O)C(=O)N1CCc1ccc(O)cc1 | 1.8% | 7.4 | x | x | 0.3% | x | x
Cc1ccc(NC(=O)COC(=O)CCn2c(C)csc2=O)c([N+](=O)[O-])c1 | -1.9% | -4.7 | 0.6% | x | 0.1% | u | 20.4%
NC(=O)CN1CCN(S(=O)(=O)c2ccc(Br)cc2)CC1 | -0.3% | -21.7 | 25.8% | 5.1% | -4.1% | 5.4% | -10.8%
COc1ccc(OCC(=O)Nc2ccccc2C(=O)NC(C)C)cc1 | 26.9% | 10.1 | u | 2.8% | 1.8% | -1.1% | 18.5%

In the list so far, three contain two or more sulfur atoms:
SMILES | AMA1-RON2 inh | HCMV inh | HCV inh | LmPK inhibitor | TbPYK inhibitor | AmpC inh detg | AmpC inh no detg
Cc1ccc(S(=O)(=O)N2CCCSCC2)cc1 | 11.4% | -19.8 | 1.9% | 6.7% | u | -8.7% | -10.0%
COC(=O)CSc1nnc(-c2ccc(S(=O)(=O)NCc3cccs3)cc2)o1 | 31.6%[activator] | 87.1 | 11.6% | 4.5% | 5.2% | -13.8% | -13.8%
CCSC1=NCCN1S(=O)(=O)c1ccc(NC(C)=O)cc1 | -0.8% | 0.6 | 8.8% | -5.0% | 9.5% | -4.1% | -15.0%

Following part:
SMILES | AMA1-RON2 inh | HCMV inh | HCV inh | LmPK inhibitor | TbPYK inhibitor | AmpC inh detg | AmpC inh no detg
CCOc1ccc(C(=O)N2CCC(c3nc4ccccc4o3)CC2)cc1 | x | 5.4 | x | x | 0.3% | -1.4% | x
O=C1c2cccc3cccc(c23)C(=O)N1Cc1ccccc1 | -2.1% | 3.1 | 7.2% | 0.0% | -2.4% | -1.2% | -5.0%
CCOC(=O)CC1=C(C(=O)OCC)C2(C(=O)N1)C(C(=O)OC)=C(N)Oc1ccccc12 (stereo not drawn) | 45.5%[activator] | 42.8 | 9.5% | -0.7% | 6.7% | -12.5% | 9.2%
C=CCc1cccc(CNc2nc3ccccc3n2C)c1O | 17.7% | -17.0 | -8.5% | 10.9% | 2.5% | -6.6% | -12.0%
Cc1cccc(NC(=O)C(c2ccccc2Cl)N2CCOCC2)c1 (stereo not drawn) | -4.3% | 38.8 | 9.9% | 10.3% | 2.8% | -14.6% | -4.4%
O=C1NC(=O)/C(=C\c2ccc(Cl)nc2)S1 | 13.2% | 24.9 | 1.8% | -7.2% | 9.5% | 6.5% | -19.9%
CC1(c2ccc(OCC(N)=O)cc2)NC(=O)NC1=O (stereo not drawn) | 7.6% | -24.7 | -5.0% | -6.7% | -3.0% | 1.7% | -3.7%
O=C(NCc1ccccc1)C1(c2ccccc2)CCN(S(=O)(=O)c2ccccc2)CC1 | 0.3% | -5.6 | u | 1.1% | -1.6% | -3.9% | -22.1%
COc1cc(/C=C(/C#N)C(=O)Nc2ccccc2)c(Br)cc1OCc1ccc(C(=O)O)cc1 | 9.7% | 26.9 | 0.5% | 1.3% | -0.7% | 3.8% | -6.6%
COc1cccc(S(=O)(=O)N(C)C[C@@H]2OCc3cnnn3CCCC(=O)N([C@@H](C)CO)C[C@@H]2C)c1 | 1.1% | -7.8 | x | x | -0.1% | x | x
O=C(NCCN1CCOCC1)/C(=C/c1ccc(Cl)cc1)NC(=O)c1ccccc1 | 16.7% | -27.9 | u | -8.2% | -2.1% | 3.4% | 15.5%
O=C(NCC1CCCO1)c1cncc(Br)c1 (stereo not drawn) | -4.8% | -29.0 | 12.2% | -4.3% | 2.0% | -8.1% | -23.7%
COC(=O)C1=C(c2ccc(F)cc2F)C[C@@H]2CC[C@H]1N2C(=O)NCCOc1ccccc1Cl | -4.1% | x | u | x | 3.7% | -0.7% | 75.8%[activator]
CCC(Sc1nc(N)c(NC(=O)c2ccc(Br)o2)c(=O)[nH]1)C(=O)O (stereo not drawn) | -9.1% | -2.0 | 3.0% | -6.3% | -0.1% | u | -8.3%
CCOc1ccc(NC(=O)C2CCCN2C(=O)Oc2ccccc2)cc1 (stereo not drawn) | 6.5% | -38.5 | -2.9% | -2.1% | -9.7% | 6.5% | -20.1%
CN(CCO)c1cc(N2CCC3(CC2)OCCO3)c2nonc2c1[N+](=O)[O-] | -10.7% | -32.9 | 7.7% | 0.9% | u | -8.1% | -19.9%
CC(C)Oc1ccc(C2CC(=O)N(c3ccc(C(=O)O)cc3)C2=O)cc1 (stereo not drawn) | -1.2% | -20.2 | 7.4% | 0.7% | 3.7% | -4.7% | -21.8%
Cc1nc(C/C(=N\N)c2ccc(O)cc2O)cs1 | 38.3%[activator] | -29.6 | 23.5% | -2.0% | -9.1% | -0.6% | -38.1%
Cc1nc2ccccc2nc(=O)c1NNc1ccc([N+](=O)[O-])cc1 | 3.0% | 4.1 | 0.6% | 3.5% | 0.3% | -0.4% | -37.3%
Cc1cc(Nc2ccc(Br)cc2)nc2ccccc12 | 22.6% | 4.0 | -23.2% | x | 0.6% | x | x
O=C(NC1CCS(=O)(=O)C1)C1CCCN(S(=O)(=O)c2ccc(Cl)cc2)C1 (stereo not drawn) | -7.6% | -16.0 | 9.1% | -0.2% | -1.6% | -14.5% | -16.6%
CCOC(=O)/C=C1/SCC(=O)N1CC(=O)Nc1ccccc1OC(F)F | -3.2% | -11.3 | 0.6% | x | -0.1% | x | x
C=CCN(c1ccc(C(=O)N2CCN(c3ccc(F)cc3)CC2)cc1)S(C)(=O)=O | 38.1%[activator] | -10.1 | -8.1% | -0.7% | -4.2% | 2.5% | 134.5%[activator]
S=C(NCCc1ccccc1)Nc1ncccn1 | -12.5% | 31.9 | -3.8% | x | -7.3% | x | x
Cc1nc(N2CCCCC2)sc1C(=O)c1ccc(Cl)c([N+](=O)[O-])c1 | x | x | x | -2.1% | x | -1.1% | 7.6%
COc1cc(-c2c(C#N)c(=O)[nH]c3c2c(C)nn3-c2ccccc2)ccc1O | -5.8% | 0.5 | 2.9% | 10.0% | -11.4% | u | -19.2%
CC(C)(C)c1ccc(OCCNC(=S)NC(=O)c2cccnc2)cc1 | 25.8%[11.6 µM] | -10.9 | 13.4% | 1.7% | 1.4% | -3.3% | 88.7%[activator]
COc1ccc(Cn2nnnc2CN2CCc3ccccc32)cc1 | 0.0% | 50.4 | 4.9% | 2.8% | -2.5% | 2.3% | -44.1%
CCCCNC(=O)CN1C(=O)COc2ccc(S(=O)(=O)N3CCCCCC3)cc21 | 9.4% | 8.8&0.8 | -4.5% | -10.2% | -0.8%&-1.2% | -25.8%&8.1% | 22.6%
CCOCC(=O)NC1CCc2cc(OC(=O)COCC)c(OC)c(OC)c2-c2ccc(SC)c(=O)cc21 (stereo not drawn) | 12.5% | u | 22.1% | x | 1.1% | x | x
Cc1cccc(NS(=O)(=O)c2ccc(C(=O)NCC(c3ccccc3)N(C)C)cc2)c1C (stereo not drawn) | 2.9% | -10.0 | u | -10.7% | 1.8% | -11.0% | 67.6%[activator]
COc1ccc(C2NC(=O)c3n[nH]c(C)c32)c(OC)c1 (stereo not drawn) | -6.7% | -36.4 | 17.7% | 1.3% | 1.0% | u | -7.1%
COc1cccc(C(=O)N(Cc2ccco2)c2c(N)n(Cc3ccccc3)c(=O)[nH]c2=O)c1 | 6.4% | 0.0 | 3.4% | x | -1.1% | -3.8% | -12.2%
CN(Cc1ccsc1)C(=O)Cn1cc(Br)ccc1=O | 15.7% | 43.4 | 16.6% | 0.7% | 3.3% | -11.8% | 1.3%

Compounds as they come; 7.5% or so of the library scored in one or more.
